From PubChem BioAssay
ARNT TACC3 PPI = ARNT/TACC3 interaction disruption. Q9Y6A5. AlphaScreen His-ARNT PAS-B/GST-TACC3 binding, luminescence; TACC3 fragment carries E629A point mutation. inhibition, % at 9.99 µM. 390,000 compounds, 0.66% hits;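 active = mean inhibition of replicates at least 50% and at least half of replicates each reaching 50%; inconclusive = half or more replicates reach 50% but mean below 50%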;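 note: 0% = complete ARNT plus TACC3 wells and 100% = ARNT alone without TACC3; many hits fall short of the cut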
DENV2 CPE rescue = DENV2-induced cell death inhibition | DENV2-infected cells, cytopathic effect rescue, plate reader | CPE inhibition, % at 9.99 µM | 350,000 compounds, 1.7% hits; in the data active = CPE inhibition above about 20%, passing the limit was not always enough; inconclusive = no clear call, values can overlap the other calls; tested in BHK-21 cells;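 note: 0% = median of neutral control wells and 100% = median of positive control wells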
Xi reactivation = reactivates the inactive X chromosome in mouse fibroblasts; 360,000 compounds, 0.055% hits; AID 743238; activation, % at 7.58 µM; XiGFP mouse fibroblasts, % GFP-positive cells imaging, 3 d; cells co-treated with 5-aza-dC sensitizer; scaled so ellipticine positive control = 100%;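 active = mean normalized replicate activation at least 10% and every replicate at or above 10%; inconclusive = only one of the two criteria met; inactive = mean below 10% and not all replicates reach 10%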;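 note: 0% = median of on-plate neutral control wells and 100% = ellipticine 6 µM median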
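System: XiGFP fibroblasts, SV40-immortalized. Medium: DMEM plus 5-aza-dC sensitizer. Doses: single point. Timing: 3 d treatment, 15 min room-temperature fixation. Control set: ellipticine 6 µM.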
INS-1E GSIS act = primary screen for activators of insulin secretion dependent on glucose, INS-1E cells, GLuc reporter luminescence; INS-1E GLuc reporter insulin secretion, 2-3 h; activation, % at 16.6 µM; 370,000 compounds, 0.61% hits; AID 743287;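 active = lowest replicate activation of at least 40%, so every replicate reaches that level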;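 note: 0% = median of neutral control wells and 100% = median of IBMX positive control wells; some compounds called inactive have numbers as strong as hits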
PAX8 inh HTS = PAX8 transcriptional activity inhibition; RMG-I TPO-luciferase reporter, SteadyGlo, 24 h; inhibition, % at 12.6 µM; 360,000 compounds, 1.2% hits; AID 652154;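 active = mean replicate inhibition at least 60% with every replicate also reaching 60%; inconclusive = only one of the two criteria is met; inactive = mean below 60% and not all replicates reaching 60%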;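 note: luciferase light reporting Pax8 driven TPO promoter activity; plate controls were median of neutral control wells for no effect and mitoxantrone controls for full effect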
CFTR F508del cor = correctors of CFTR F508del function in bronchial epithelial cells | CFBE cells, YFP halide quenching; stimulated with forskolin plus potentiator P3; % fluorescence drop versus neutral controls | 350,000 compounds, 0.36% hits | activity (quench increase), % at 7.58 µM;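 active = mean added fluorescence quench of at least 8% versus neutral control, with both replicates also reaching 8%; inconclusive = only one of the mean or replicate conditions met; inactive = mean below 8% and not both replicates reaching 8%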;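 note: cells transiently co-express mutant CFTR-F508del with the halide-sensitive YFP; corrector assay measuring rescue of mutant channel to the surface after 24 h compound exposure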
EWS-Fli block = inhibitors of EWS/Fli oncoprotein transcriptional activity; A673 NR0B1-luciferase reporter, viability-normalised; inhibition, % at 12.6 µM; 350,000 compounds, 0.67% hits;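 active = mean inhibition of at least 50% after viability correction, with every replicate also passing that limit; inconclusive = mean reaches 50% but only one of two replicates passes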;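 note: firefly luciferase signal divided by Alamar Blue viability fluorescence both relative to DMSO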
ERp5 block = blocks human ERp5 reductase activity on insulin; Q15084; ERp5 insulin aggregation, absorbance 650 nm, 90 min; inhibition, % at 9.99 µM; 350,000 compounds, 0.05% hits; AID 651711;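 active = mean replicate inhibition above about 25%, with every replicate also reaching it, limit read from the data, passing the limit was not always enough; inconclusive = only one of those two criteria met; inactive = neither criterion met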
Target sequence (Q15084 whole entry, looked up): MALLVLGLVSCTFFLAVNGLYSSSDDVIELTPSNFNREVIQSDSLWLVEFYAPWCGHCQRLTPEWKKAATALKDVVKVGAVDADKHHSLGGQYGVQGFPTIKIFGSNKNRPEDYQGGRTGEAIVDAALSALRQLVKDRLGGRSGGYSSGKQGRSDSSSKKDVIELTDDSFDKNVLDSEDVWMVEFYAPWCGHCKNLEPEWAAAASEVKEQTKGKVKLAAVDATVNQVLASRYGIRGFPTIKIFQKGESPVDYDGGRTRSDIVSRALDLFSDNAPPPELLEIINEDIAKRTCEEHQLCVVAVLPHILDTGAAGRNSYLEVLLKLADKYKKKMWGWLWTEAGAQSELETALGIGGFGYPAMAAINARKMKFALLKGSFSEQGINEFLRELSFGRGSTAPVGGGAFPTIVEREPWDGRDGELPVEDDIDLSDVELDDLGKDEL
* = called active by the depositor; u = inconclusive; x = no result given.

#1 CC=Cc1ccc2n(c1=O)C[C@H]1[C@H](CO)[C@@H](C(=O)NCC3CC3)[C@@H]2N1C(=O)Nc1cc(F)ccc1F (mixture of isomers)
#2 CC(C)CC#Cc1ccc2c(c1)O[C@@H](CN(C)C(=O)CN(C)C)[C@H](C)CN([C@H](C)CO)S2(=O)=O
#3 Cc1cc(Cl)ccc1NC(=S)N1CCN(C(=O)C2CCCO2)CC1 (stereo not drawn)
#4 O=C(C1CCCC1)N1CC[C@@H]2[C@@H](CO)Nc3ccc(Br)cc3[C@@H]21
#5 CC(C)NC(=O)Nc1ccc2c(c1)C(=O)N([C@H](C)CO)C[C@@H](C)[C@H](CN(C)S(=O)(=O)c1cccs1)O2
#6 CCCNC(=O)N(C)C[C@H]1Oc2cc(-c3ccccc3F)ccc2S(=O)(=O)N([C@H](C)CO)C[C@@H]1C
screen / no.	1	2	3	4	5	6
ARNT TACC3 PPI	38	6	-8	x	x	x
DENV2 CPE rescue	u	-7	x	-7	x	5
Xi reactivation	0.2	-0.8	0.3	0.0	-0.5	0.4
INS-1E GSIS act	17	-7	3	7	11	-9
PAX8 inh HTS	-3	x	18	x	x	-11
CFTR F508del cor	0.3	-1.7	x	2.9	-0.5	-1.3
EWS-Fli block	0	10	x	-11	-2	2
ERp5 block	9	-3	x	-1	x	x

#7 Cc1nc(C)c(-c2csc(Nc3cccnc3)n2)s1
#8 Cc1ccc(NC(=O)Nc2ccc3c(c2)OCO3)c(Br)c1
#9 Cc1ccccc1CSCCC(=O)NCCc1ccccc1
#10 COCC#Cc1ccc([C@@H]2[C@@H](CO)N3CCCCN(C(=O)CN(C)C)C[C@H]23)cc1
#11 Cc1ccc(S(=O)(=O)n2cc(C=O)c3ccccc32)cc1
#12 CO[C@@H]1CN(C)C(=O)c2ccc(NC(=O)c3ccc(F)cc3)cc2OC[C@H](C)N(C)C[C@H]1C
screen / no.	7	8	9	10	11	12
ARNT TACC3 PPI	7	-1	-4	1	5	x
DENV2 CPE rescue	3	-6	-3	5	3	x
Xi reactivation	x	0.5	0.0	0.0	0.0	-0.2
INS-1E GSIS act	11	4	-33	19	2	-4
PAX8 inh HTS	x	-54	2	-15	21	-14
CFTR F508del cor	0.9	-2.1	1.2	-0.2	0.5	0.4
EWS-Fli block	-26	-85	-7	-15	6	4
ERp5 block	1	-7	11	4	-8	x

#13 CCOC(=O)c1cn(CC(=O)Nc2ccc(OC)cc2OC)nn1
#14 COC(=O)C[C@H]1CC[C@@H](NC(=O)Nc2c(C)noc2C)[C@@H](CO)O1
#15 CCOc1ccc(N(CC(=O)N2CCCCCC2)S(=O)(=O)c2ccc(C)cc2)cc1
#16 COC(=O)CNC(=O)C1Nc2ccccc2C2C=CCC12 (stereo not drawn)
#17 CCCCC1CCCC12NC(=O)NC2=O (stereo not drawn)
#18 CNC[C@H]1Oc2ccc(NC(=O)Nc3ccccc3)cc2C(=O)N([C@@H](C)CO)C[C@H]1C
screen / no.	13	14	15	16	17	18
ARNT TACC3 PPI	-2	x	19	6	3	-4
DENV2 CPE rescue	-11	-12	4	15	4	u
Xi reactivation	0.1	0.4	0.1	0.0	2.7	0.2
INS-1E GSIS act	6	28	-19	x	15	3
PAX8 inh HTS	-7	-6	2	4	-11	-18
CFTR F508del cor	0.1	1.9	1.5	0.6	0.0	-2.5
EWS-Fli block	10	3	-4	6	2	x
ERp5 block	1	-1	3	0	2	9

#19 C[C@H]1CN([C@@H](C)CO)C(=O)c2cc(NS(=O)(=O)c3cn(C)cn3)ccc2O[C@@H]1CN(C)Cc1ccncc1
#20 CCOC(=O)c1cccc(NC(=O)C2CCCN(S(=O)(=O)c3cnc[nH]3)C2)c1 (stereo not drawn)
#21 CCC(=O)Nc1ccc2c(c1)OC[C@@H](C)NC[C@H](C)[C@H](OC)CN(C)C2=O
#22 COc1ccc(/C=C2\Oc3ccccc3C2=O)cc1
#23 Cc1cc(S(=O)(=O)N2c3ccc(F)cc3CCC2C)ccc1-n1cnnn1 (stereo not drawn)
#24 Cc1nn(C)c(C)c1C(C)NC(=O)c1cc(COc2ccc(F)c(F)c2)on1 (stereo not drawn)
screen / no.	19	20	21	22	23	24
ARNT TACC3 PPI	-2	-5	-6	-5	-2	-1
DENV2 CPE rescue	8	4	1	-4	8	2
Xi reactivation	-0.1	0.0	0.0	-0.3	0.5	0.0
INS-1E GSIS act	13	-8	10	17	3	-1
PAX8 inh HTS	-11	-8	-6	-12	-3	-86
CFTR F508del cor	2.4	4.2	x	1.0	0.7	-1.5
EWS-Fli block	-5	-12	1	62*	-3	x
ERp5 block	2	0	-3	4	5	-3

#25 CCOC(=O)N1CCN(C(=O)c2cccc(S(=O)(=O)Nc3ccc(F)cc3)c2)CC1
#26 COC1CC(N)C2OC(c3ccccc3)OCC2O1 (stereo not drawn)
#27 Cc1ccc(-c2nn3c(C)nnc3c3ccccc23)cc1S(=O)(=O)NC(C)(C)CO
#28 Cc1cccc(N2CCN(C(=O)COc3cc4oc(=O)cc(C)c4cc3Cl)CC2)c1C
#29 CC(=O)c1cn(CC(=O)Nc2cccc(C)c2C)c2ccccc12
#30 CCOc1[nH]n(-c2ccccc2)c(=O)c1C=NCc1cccnc1
screen / no.	25	26	27	28	29	30
ARNT TACC3 PPI	-3	x	-3	-1	13	5
DENV2 CPE rescue	-2	0	x	-7	-2	-11
Xi reactivation	0.6	-0.2	0.1	0.0	0.1	0.0
INS-1E GSIS act	24	x	-4	6	-5	-18
PAX8 inh HTS	25	7	-31	-1	18	8
CFTR F508del cor	-4.8	3.5	-1.6	-2.1	1.7	1.8
EWS-Fli block	8	4	21	-2	14	-5
ERp5 block	-1	-2	-4	0	3	-2

#31 COc1cccc(NC(=O)CNC(=O)Cn2cnc3sc(C)c(C)c3c2=O)c1
#32 COc1ccccc1C(=O)N1C[C@H]2[C@@H](c3ccccc31)[C@@H](CO)N2C(=O)Cc1cccnc1
#33 C[C@H](CO)N1C[C@H](C)[C@@H](CN(C)CC2CCCCC2)OCCCC[C@H](C)Oc2ccc(NS(=O)(=O)c3ccccc3)cc2C1=O
#34 CCN(CC)C(C)C(=O)Nc1c2c(cc3c1CCC3)CCC2 (stereo not drawn)
#35 C[C@H](CO)N1C[C@H](C)[C@H](CN(C)S(=O)(=O)c2cccc(F)c2)Oc2ncc(C#CC3CCCC3)cc2C1=O
#36 Cc1cc(NC(=O)CSc2nccn2-c2cccc(C)c2C)no1
screen / no.	31	32	33	34	35	36
ARNT TACC3 PPI	-1	1	5	3	2	-3
DENV2 CPE rescue	-3	-1	3	x	-4	-9
Xi reactivation	0.0	0.1	-0.1	0.4	-0.7	0.0
INS-1E GSIS act	-2	0	-11	-2	-33	6
PAX8 inh HTS	9	3	-3	9	4	18
CFTR F508del cor	-2.0	1.7	-0.5	x	2.2	1.0
EWS-Fli block	x	10	4	x	11	0
ERp5 block	0	1	1	x	3	4

#37 O=C(C(=O)N1CCN(c2cccc(Cl)c2)CC1)c1cn(CC(=O)N2CCOCC2)c2ccccc12
#38 O=C(C[C@H]1C=C[C@H](NC(=O)c2ccc(F)cc2)[C@@H](CO)O1)NCCc1ccncc1
#39 C[C@H](CO)N1C[C@H](C)[C@@H](CN(C)C(=O)Nc2ccccc2)Oc2c(NC(=O)Nc3cccc4ccccc34)cccc2C1=O
#40 CC(=O)c1ccc(N(C(=O)CNC(=O)c2ccco2)C(C(=O)NC2CCCC2)c2ccco2)cc1 (stereo not drawn)
#41 COc1ccc(-n2c(SCC(=O)Nc3cccc4ccccc34)nc(O)cc2=O)cc1
#42 COc1ccc(-c2csc3ncn(-c4ccccc4OC)c(=O)c23)cc1OC
screen / no.	37	38	39	40	41	42
ARNT TACC3 PPI	-9	10	10	-6	-2	-4
DENV2 CPE rescue	-1	8	0	0	0	-4
Xi reactivation	0.2	0.6	-0.1	0.0	0.0	0.0
INS-1E GSIS act	-14	5	-11	-6	-3	0
PAX8 inh HTS	8	-25	x	-1	19	20
CFTR F508del cor	1.3	0.4	0.5	1.0	2.1	-1.8
EWS-Fli block	2	-4	-6	-1	4	0
ERp5 block	3	0	1	-3	3	2

Fetched by structure from the entries so far:
#42 COc1ccc(-c2csc3ncn(-c4ccccc4OC)c(=O)c23)cc1OC
#38 O=C(C[C@H]1C=C[C@H](NC(=O)c2ccc(F)cc2)[C@@H](CO)O1)NCCc1ccncc1
#41 COc1ccc(-n2c(SCC(=O)Nc3cccc4ccccc34)nc(O)cc2=O)cc1
screen / no.	42	38	41
ARNT TACC3 PPI	-4	10	-2
DENV2 CPE rescue	-4	8	0
Xi reactivation	0.0	0.6	0.0
INS-1E GSIS act	0	5	-3
PAX8 inh HTS	20	-25	19
CFTR F508del cor	-1.8	0.4	2.1
EWS-Fli block	0	-4	4
ERp5 block	2	0	3

Carrying on.
#43 O=C(CN(c1ccc(Br)cc1)S(=O)(=O)c1ccc(Cl)c([N+](=O)[O-])c1)NCCc1ccccc1
#44 COc1ccccc1NC(=O)COC(=O)c1cc2c(s1)CCC2
#45 Cc1cnc2cc(Cl)ccc2c1SCC(=O)O
#46 C[C@H](NC(=O)C[C@@H]1C=C[C@@H](NC(=O)C2CCOCC2)[C@@H](CO)O1)c1ccccc1
#47 Cc1ccc(S(=O)(=O)Nc2ccc3c(c2)C(=O)N([C@@H](C)CO)C[C@H](C)[C@H](CN(C)C(=O)Nc2ccc(C(F)(F)F)cc2)OCCCC[C@H](C)O3)cc1
#48 C[C@H]1CN([C@@H](C)CO)C(=O)CCCn2cc(nn2)CO[C@H]1CN(C)C(=O)c1cc(-c2ccccc2)on1
screen / no.	43	44	45	46	47	48
ARNT TACC3 PPI	-1	-6	-5	-5	x	x
DENV2 CPE rescue	-8	3	3	7	-4	x
Xi reactivation	0.0	0.4	0.0	0.0	0.4	-0.5
INS-1E GSIS act	8	18	16	10	-14	3
PAX8 inh HTS	-11	x	5	2	26	4
CFTR F508del cor	3.8	-1.0	1.9	4.1	2.5	1.8
EWS-Fli block	13	-3	0	-6	8	4
ERp5 block	3	15	-4	5	6	x

Values by screen from the list:
ARNT TACC3 PPI, entries 14 to 25, in order: x, 19, 6, 3, -4, -2, -5, -6, -5, -2, -1, -3
DENV2 CPE rescue, entries 14 to 25, in order: -12, 4, 15, 4, u, 8, 4, 1, -4, 8, 2, -2

Going on with the list.
#49 CCN1CCN(c2ccc(S(=O)(=O)N3CCOCC3)cc2NC(=O)c2sccc2C)CC1
#50 CCOc1ccc(NC(=O)CN2CCN(c3ccc(F)cc3)CC2)cc1
#51 CN1CCN(C(=O)c2cc(Oc3c(F)c(F)c(F)c(F)c3F)cc(C(=O)N3CCN(C)CC3)c2)CC1
#52 CC(=O)Nc1ccc(NC(=O)COC(=O)c2cc(S(=O)(=O)N3CCCC3)ccc2O)cc1
#53 Cc1cc(NC(=O)Cc2cn(C)c3ccccc23)ccc1Nc1cccnc1
screen / no.	49	50	51	52	53
ARNT TACC3 PPI	x	-17	-6	-3	x
DENV2 CPE rescue	8	u	6	-2	12
Xi reactivation	-0.1	0.0	0.0	0.3	0.2
INS-1E GSIS act	2	-8	-2	-4	10
PAX8 inh HTS	-11	11	-1	x	2
CFTR F508del cor	-0.1	0.7	-0.1	5.2	-0.2
EWS-Fli block	7	6	10	-6	-16
ERp5 block	7	-4	5	-10	-4
